# Bioassay records from PubChem BioAssay.
# TRAIL sens C8: sensitizes caspase-8 expressing cells to TRAIL | NB7+C8 cells + TRAIL, ATPlite viability luminescence | inhibition (viability loss, TRAIL sensitization), % at 10 µM | 1% of 360,000 active | AID 624354;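 active means compounds causing at least 50% loss of cell viability in the single-dose screen, relative to plate controls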
# TROY signal inh: blocks TROY-dependent signaling in reporter cells; Q293 LMP1-TROYcd NF-kB luciferase reporter, 4 h; 0.98% of 360,000 active; inhibition, % at 10 µM;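 active means compounds whose plate-normalised and pattern-corrected inhibition of the luciferase reporter signal at the single screening dose is 50% or more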
# Peg3 promoter: inhibitors of Peg3 promoter | inhibition, % at 20 µM | HeLa PEG-Prom luciferase reporter, luminescence, overnight | AID 588405 | 1.7% of 360,000 active;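 active means inhibition of at least 50% at 20 µM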
# NR2E3 ag-1: activates human NR2E3 receptor | 0.35% of 360,000 active | AID 602229 | CHO-S Gal4-NCOR/VP16-NR2E3 two-hybrid, luciferase | inhibition of corepressor binding, % at 3.98 µM;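 active means inhibition above the mean of all tested compounds plus 3 SD, cut at about 70% in these data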;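 further: 0% = DMSO with NR2E3 transfected cells and 100% = cells lacking NR2E3 construct; higher means lower luciferase signal from less NR2E3 corepressor binding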
# Target sequence (Q9Y5X4 whole entry, looked up, the tested form may be a part): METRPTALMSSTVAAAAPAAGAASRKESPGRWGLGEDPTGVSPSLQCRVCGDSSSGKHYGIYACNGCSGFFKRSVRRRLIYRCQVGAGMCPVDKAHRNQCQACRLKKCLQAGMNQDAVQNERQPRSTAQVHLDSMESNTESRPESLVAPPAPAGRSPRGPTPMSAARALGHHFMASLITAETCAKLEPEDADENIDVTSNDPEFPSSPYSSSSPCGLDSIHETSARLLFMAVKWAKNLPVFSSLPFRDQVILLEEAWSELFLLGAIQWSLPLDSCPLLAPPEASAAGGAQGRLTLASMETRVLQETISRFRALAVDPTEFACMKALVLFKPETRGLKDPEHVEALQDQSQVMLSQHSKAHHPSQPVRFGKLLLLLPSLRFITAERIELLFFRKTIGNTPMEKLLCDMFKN
# CF NFkB inh: cystic fibrosis NF-kB activation inhibition; KKLEB NF-kB-GFP reporter, PAF-induced, GFP fluorescence overnight; inhibition, % at 5 µM; 0.86% of 360,000 active; AID 588850;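 active means at least 50% inhibition at 5 µM, scaled per plate between neutral and stimulator controls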;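 further: PAF is a Pseudomonas aeruginosa culture filtrate used as stimulus; plate controls were PAF-stimulated DMSO wells for no effect and unstimulated DMSO wells for full effect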
# TWEAK Fn14 block: inhibitors of TWEAK-Fn14 interaction signaling | TWEAK-stimulated Fn14 reporter cells, luciferase luminescence, 8 h | inhibition, % at 10 µM | 2% of 360,000 active; in the data active means inhibition above about 50%
# Shn3 3UTR inh: Schnurri-3 reporter inhibition in Clone20 osteoblasts; AID 588674; 0.52% of 360,000 active; Clone20 osteoblast Shn3 3'UTR firefly luciferase, 24 h; inhibition, % at 12.5 µM;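 active means mean inhibition of at least 75% with every replicate also reaching 75%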;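 further: 0% = median of neutral control wells and 100% = pilot-screen positive control compound; some compounds past the cut are filed as inactive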
# HIF-2a inh: HIF-2a inhibition; 786-0 RCC cells HIF-2a reporter, luciferase luminescence, overnight; inhibition, % at 18.8 µM; 0.72% of 360,000 active; AID 624352;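 active means inhibition of the luminescence signal of 40% or more relative to plate controls, in a single-dose primary screen at 18.75 µM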
# TRPM1 prom inh: MITF TRPM1 promoter inhibition in SK-MEL-5 cells | SK-MEL-5 TRPM1 promoter luciferase, 24 h | inhibition, % at 12.5 µM | 0.83% of 330,000 active | AID 488899;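 active means mean inhibition across replicates of 60% or more, whatever share of single replicates reaches that level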; further: values of inactives mirror those of a sister screen read the other way
# NR2E3 ag-2: activates human photoreceptor nuclear receptor NR2E3 | GST-NR2E3/biotin-RetCOR TR-FRET, 1536-well | AID 2300 | Q9Y5X4 | 0.12% of 320,000 active | inhibition of corepressor binding, % at 4.78 µM;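 active means percent inhibition above the cutoff of mean plus 3 SD of all tested compounds, set per screening campaign, cut at about 20% in these data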;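 further: 0% = DMSO wells and 100% = biotin wells as full block of FRET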
#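 system = GST-tagged NR2E3 plus biotinylated RetCOR corepressor | input = 1.35 nM GST-NR2E3 | also added = 7 nM biotin-RetCOR | schedule = 5 h incubation at 4 °C | measured by = TR-FRET with europium anti-GST and streptavidin-D2, 340 nm excitation | read-out = percent loss of FRET ratio relative to control wells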
# KKLEB tox: counter-screen for CF NF-kB inhibitors: cytotoxicity; KKLEB CF airway cells viability, ATPlite luminescence, overnight; stronger effect = lower value; cells stimulated with P. aeruginosa culture filtrate; activity change (cytotoxicity), % at 5 µM; 0.36% of 360,000 active;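 active means corrected activity change at or below -50% at 5 µM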
# * = called active by the depositor; . = no result given. Only part of the results is shown (hit frequency here may not be typical).
SMILES,TRAIL sens C8,TROY signal inh,Peg3 promoter,NR2E3 ag-1,CF NFkB inh,TWEAK Fn14 block,Shn3 3UTR inh,HIF-2a inh,TRPM1 prom inh,NR2E3 ag-2,KKLEB tox
O=C(COC(=O)CNC(=O)c1ccccc1Cl)Nc1ncc(C(F)(F)F)cc1Cl,-6,11,6,6,8,2,12,19,1,-1,3
CCOC(=O)c1ccc(-n2c(C)nc3ccccc3c2=O)cc1,8,-31,-53,-24,1,-22,-10,-13,-7,-2,-4
CCN=C1SC(CC(=O)Nc2ccc(N3CCOCC3)cc2)C(=O)N1CC (stereo not drawn),-2,.,4,-31,-5,43,17,-3,-7,2,6
O=C(CN1CCN(c2ccccn2)CC1)Nc1cccc(Cl)c1Cl,7,9,1,0,8,-14,9,20,-10,-2,2
Cc1nn(-c2ccccc2)nc1C(=O)NN,-15,-7,2,-20,-6,6,3,4,0,1,13
COc1cc(C(=O)Nc2sc3c(c2C(=O)O)CCC(C)C3)cc(OC)c1OC (stereo not drawn),1,8,20,-1,-14,40,4,13,-3,-1,1
Cc1cc(=O)n(C(C)(C)C)c(=O)n1Cc1ccccc1,-7,8,3,-5,7,-31,-1,15,2,2,-4
Cc1ccc(C)c(S(=O)(=O)N2CCN(C(=O)CCC(=O)NCc3ccc(Cl)cc3Cl)CC2)c1,5,4,19,11,-3,-14,21,11,5,.,-7
O=C(O)C1CCC(CNCc2ccccc2Cl)CC1 (stereo not drawn),-4,6,19,11,5,56*,11,8,11,3,-3
Cc1ccccc1OCC(=O)OCC(=O)Nc1ccc(N2CCOCC2)cc1,-3,-29,2,-23,-7,-7,12,12,-5,0,-3
COC(=O)/C(C#N)=C/c1ccc(N2CCOCC2)c([N+](=O)[O-])c1,21,4,6,-27,-3,-15,1,6,-2,-2,3
CC(C)CCCN1C(Nc2ccccc2)=NC[C@@H]1CC(C)C,9,-12,0,7,0,0,8,8,-20,0,6
Cn1cc(CN2CCCC(C(=O)c3nccn3C)C2)c(-c2cccc(Cl)c2)n1 (stereo not drawn),-11,-14,10,35,-16,-29,-6,11,4,2,1
O=C(N/N=C/c1ccc(O)cc1)c1ccc(NC(=O)c2ccccc2Br)cc1,11,5,-44,-2,6,-6,4,15,7,1,3
COc1cc(C2C3=C(CC(C)(C)CC3=O)OC3=C2C(=O)CC(C)(C)C3)cc([N+](=O)[O-])c1O,-3,-1,24,4,-16,2,8,26,3,0,10
CCOc1ccc(C(=O)NCC(=O)OC2CCOC2=O)cc1OCC (stereo not drawn),-13,-52,11,-25,-7,-4,.,4,0,0,5
C=CCNC(=O)/C(C#N)=C/c1c(N2CCN(c3cccc(Cl)c3)CC2)nc2c(C)cccn2c1=O,3,-16,2,-10,-38,-4,1,12,-11,0,2
COc1ccc(-c2nc3ccccc3o2)cc1NC(=O)c1ccc(Br)o1,1,-87,-32,-33,-32,-52,11,-35,8,-3,5
O=C(CNCCO)NC12CC3CC(CC(C3)C1)C2,11,17,-6,-2,4,-9,-8,8,4,0,2
COC(=O)c1nc(NC(=O)C(C)C)n[nH]1,-3,-16,8,-3,7,-6,-11,11,-13,-2,4
CC(C)NC(=S)N/N=C/c1sc(N2CCCCC2)nc1-c1cccs1,15,-52,-130,-78,-18,-39,-86,-128,-34,1,-3
COc1ccc(C2(CNC(=O)c3ccccc3[N+](=O)[O-])CCOCC2)cc1,-6,12,5,-1,-11,-3,-15,13,2,5,4
Cc1ccc(Nc2ncccc2C(N)=O)cc1[N+](=O)[O-],1,-72,-270,-162,-24,-29,-95,-243,-91,-1,-3
COc1cc(C(=O)N[C@@H](Cc2c[nH]c3ccccc23)C(=O)O)cc(OC)c1OC,-14,13,2,-11,-8,15,-22,6,1,3,8
COc1ccc2oc(C(=O)N(CC(C)C)C3CCS(=O)(=O)C3)c(C)c2c1 (stereo not drawn),-11,3,10,-33,10,-7,13,11,7,3,0

# Record cards, as listed above. Screens in order: TRAIL sens C8, TROY signal inh, Peg3 promoter, NR2E3 ag-1, CF NFkB inh, TWEAK Fn14 block, Shn3 3UTR inh, HIF-2a inh, TRPM1 prom inh, NR2E3 ag-2, KKLEB tox
# CCOC(=O)c1ccc(-n2c(C)nc3ccccc3c2=O)cc1 across the screens: 8, -31, -53, -24, 1, -22, -10, -13, -7, -2, -4
# COC(=O)c1nc(NC(=O)C(C)C)n[nH]1 across the screens: -3, -16, 8, -3, 7, -6, -11, 11, -13, -2, 4
# COc1cc(C(=O)Nc2sc3c(c2C(=O)O)CCC(C)C3)cc(OC)c1OC (stereo not drawn) across the screens: 1, 8, 20, -1, -14, 40, 4, 13, -3, -1, 1
# Cc1ccc(Nc2ncccc2C(N)=O)cc1[N+](=O)[O-] across the screens: 1, -72, -270, -162, -24, -29, -95, -243, -91, -1, -3

# More results:
SMILES,TRAIL sens C8,TROY signal inh,Peg3 promoter,NR2E3 ag-1,CF NFkB inh,TWEAK Fn14 block,Shn3 3UTR inh,HIF-2a inh,TRPM1 prom inh,NR2E3 ag-2,KKLEB tox
CCC(=O)c1ccc(OCC(=O)Nc2ccccc2N2CCCCC2)cc1,21,6,27,4,3,-4,-3,10,13,0,-12
Cc1nnnn1-c1ccc(CC(=O)O)cc1,-3,5,7,4,1,3,-1,14,4,2,10
Cc1noc(C)c1COC(=O)c1ccccc1NC(=O)Cc1ccccc1,3,-14,-31,-20,-27,-5,-8,-42,10,-4,-3
CC(C)C[C@@H]1Cc2[nH]c(=S)[nH]c(=O)c2[C@H](CCc2ccccc2)O1,-3,-19,.,7,.,-23,.,-1,.,.,.
CCOCC(=O)Nc1ccc(Br)c(C)c1,-3,-63,-174,-1,6,-8,-36,-155,-49,3,-6
Cc1ccc(OCc2cc(C(=O)NC(C)Cc3cccc(C)n3)no2)cn1 (stereo not drawn),20,-14,-3,13,10,17,28,-4,17,-1,-2
Cc1cccc(C(=O)NNC(=O)CCn2nnc3ccccc32)c1,0,-2,13,-11,6,4,-1,22,-9,0,-2
COc1ccc(-c2nc(CS(=O)CC(=O)NC3CCCCC3)c(C)o2)cc1 (stereo not drawn),10,4,7,10,-8,2,3,3,7,1,2
COCCN(C(=O)CNC(=O)c1cccs1)C(C(=O)NC1CCCC1)c1cccs1 (stereo not drawn),-15,12,5,-2,4,-1,5,12,10,1,-2
O=C(NCCN1C(=O)S/C(=C\c2cccnc2)C1=O)C1CC(=O)N(Cc2ccco2)C1 (stereo not drawn),3,7,15,-2,8,-18,-8,18,8,2,5
O=C(COC(=O)c1ccc(F)cc1)NCC1CCCCC1,-14,-18,-5,0,-1,-3,-12,4,-2,.,-7
CCOC(=O)N1CCC(NC(=O)CCc2c(C)nc3nc(C)nn3c2C)CC1,-3,12,-5,18,10,10,4,-5,12,3,-28
COc1ccc(CCNC(=O)Cn2nnc3ccccc3c2=O)cc1,-8,-3,0,19,-10,5,-4,-4,-4,-2,14
CCCCN1C(=O)C(CC(=O)NCCCN(C)C)CC(C(=O)N2CCCCCC2)=C1C (stereo not drawn),-4,-3,.,-15,.,5,.,12,.,.,.
C1=C(c2ccc(-c3ccccc3)cc2)Nc2ncnn2C1c1ccco1 (stereo not drawn),1,-38,-115,-8,-1,-13,-6,-164,-11,.,-2
Cn1cnc([N+](=O)[O-])c1Sc1nc(N)nc2c1ncn2C1CC(O)C(CO)O1 (stereo not drawn),72*,6,50*,4,2,34,-18,23,44,.,9
CC(=O)c1cccc(NC(=O)Cn2cnc(S(=O)(=O)N3CCc4ccccc43)c2)c1,6,3,20,-19,3,17,19,4,13,4,-7
O=C(CSCC(=O)NCc1ccco1)NCc1ccco1,3,-3,7,1,12,1,-1,5,5,1,0
FC(F)(F)c1nnc(-c2ccccc2)nc1Sc1ccc(Cl)cc1,48*,20,74*,2,-14,18,92*,62*,42,3,5
CCOC(=O)N1CCN(c2ccc(C(C)=O)cc2F)CC1C (stereo not drawn),-12,8,-6,-6,15,-2,8,13,4,-3,-5
COc1cccc(-n2cnc(=O)c3cccnc32)c1,-8,5,6,15,-2,-15,9,17,8,2,-3
O=C(c1cn(Cc2ccccc2)nc1-c1cccnc1)N1CCN(Cc2ccccc2)CC1,5,-2,98*,-9,-21,9,-11,0,-11,-1,4
COc1ccc(CNC(=O)C/C(C)=N/NC(=O)c2ccccc2OC)cc1,-29,-14,1,-44,18,32,10,11,13,0,4
CN(C(=O)COC(=O)c1ccccc1OCc1ccc(Cl)cc1)c1c(N)n(Cc2ccccc2)c(=O)[nH]c1=O,20,3,26,-38,6,-9,13,18,-11,0,2
COc1ccc(NC(=O)c2cccc(S(=O)(=O)N3CCN(c4ccccc4)CC3)c2)c(OC)c1,-4,-10,12,-12,-4,1,28,-10,16,-1,6
# Going on with the list.
SMILES,TRAIL sens C8,TROY signal inh,Peg3 promoter,NR2E3 ag-1,CF NFkB inh,TWEAK Fn14 block,Shn3 3UTR inh,HIF-2a inh,TRPM1 prom inh,NR2E3 ag-2,KKLEB tox
CCn1cnc2c(cnn2-c2ccccc2)c1=O,-11,-31,-51,-19,-3,-14,-14,-70,-22,3,7
COCCNC(=O)Cc1ccc(F)cc1,10,-10,-7,-5,-7,-6,14,17,9,1,6
CC1(C(=O)NCC2CC2)Cc2c(-c3cccc(C(F)(F)F)c3)ccnc2O1 (stereo not drawn),18,9,31,-13,19,5,3,22,.,.,-31
NS(=O)(=O)c1cc(C(=O)N2CCNC(=O)C2)ccc1Cl,8,-2,15,-14,0,20,8,23,3,1,9
CC(=O)Nc1cc(C(=O)NCc2ccco2)ccc1Sc1ccc(Cl)cc1,-16,14,5,11,-1,5,9,14,7,0,2
COC1OC(CO)C(N(C)C(C)=O)C1O (stereo not drawn),8,0,-4,-10,16,12,8,6,7,.,-2
CC(C(=O)Nc1ccc(C#N)cc1)N(C)CC(=O)Nc1ccccc1Br (stereo not drawn),-2,-10,11,-4,-12,19,28,30,19,1,3
CC1(C)CC(=O)C(CC(=O)Nc2ccc(S(N)(=O)=O)cc2)=C(O)C1,3,-9,1,-20,-1,-2,2,9,-16,-1,2
CCCC(=O)N1CCN(c2nc3ccc(Br)cc3s2)CC1,11,-8,-289,-8,2,9,0,-253,-70,7,10
COc1ccc(CN2CC(=O)N(c3cccc(Cl)c3)C2=S)cc1OC,-2,4,-3,-15,0,1,14,20,2,3,6
CN(C)S(=O)(=O)c1ccc(C(=O)Oc2coc(CSc3ncccn3)cc2=O)cc1,-11,39,8,4,-1,29,19,12,-2,1,-9
CN(CCc1cn[nH]c1)C(=O)CC1C(=O)NCCN1Cc1ccccc1C(F)(F)F (stereo not drawn),0,-3,23,21,-10,6,-11,24,-4,0,13
Cc1ccc(Cn2c(C(CO)Nc3nc(-c4ccc(Cl)c([N+](=O)[O-])c4)cs3)nc3ccccc32)cc1 (stereo not drawn),12,-13,38,-13,27,-15,-14,-16,-6,-1,-34
Cc1cccc(NC2SC(=O)NC2=O)c1 (stereo not drawn),-4,-1,-5,-17,-3,2,-1,5,-4,0,-10
CSc1ccc(OC2(C)CCN(Cc3ccc(OC(F)(F)F)cc3)C2)cc1 (stereo not drawn),-6,4,13,-14,0,-5,-3,2,.,.,1
Cc1cc(C)n2c(SCc3cccs3)nnc2n1,-6,-15,-42,-36,-3,-17,-22,-30,-3,2,-7
COC(=O)c1[nH]c2cc(C)ccc2c1NC(=O)CN1CCOCC1,-5,-2,18,-15,16,-12,12,13,-6,1,-5
